HGIII-sPLA2 inh = human group III sPLA2 inhibitors, primary screen, biochemical, QFRET, BODIPY PC-A2 liposome substrate; QFRET BODIPY PC-A2 liposome hydrolysis, fluorescence; inhibition, % at 12.2 µM; actives 0.56% (n = 370,000);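 active means inhibition above mean plus 3 SD of compounds lying within the high and low control bounds, cut at about 19% in these data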;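 further: 0% = median of test compound wells and 100% = no enzyme DMSO wells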
UHRF1 MBD2 ctr = UHRF1 methylated DNA binding inhibitors, primary screen, counter-screen for MBD2 inhibitor project, biochemical, TR-FRET, human UHRF1, single concentration; E3 ubiquitin-protein ligase UHRF1 (Homo sapiens), Q96T88; UHRF1 binding to methylated oligo; inhibition, % at 4.4 µM; actives 0.75% (n = 370,000); AID 687016, 2013; in the data active means inhibition above about 21%;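 further: UHRF1 SRA domain binding a hemimethylated CpG hairpin DNA probe; 0% = median of test compound wells and 100% = reference inhibitor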
PLCb3 inh = human PLC-beta3 inhibitors, primary screen, biochemical, fluorescence; 1-phosphatidylinositol 4,5-bisphosphate phosphodiesterase beta-3 (Homo sapiens), Q01970; Purified PLC-beta3, fluorogenic substrate; inhibition, % at 12.2 µM; actives 0.18% (n = 370,000); in the data active means inhibition above about 11%;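 further: 0% = median of compound wells on plate and 100% = full blocker control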
Tn7 DDE FP = inhibitors of Tn7 peptide binding to fibrin DD(E), primary screen, biochemical, fluorescence polarization, human fibrin, Tn7 probe | FP displacement of FITC-Tn7 peptide from fibrin DD(E); 0% = median of compound wells per plate | inhibition, % at 8.3 µM | actives 0.13% (n = 370,000);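 active means inhibition above the mean of compounds falling within the control limits plus 3 SD of them, cut at about 14% in these data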;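 further: 0% = plate median of compound wells and 100% = 10 µM Aha-Tn7 peptide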
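Assay system: Human clot-derived fibrin DD(E) complex | Buffer or medium: Tris/NaCl/CaCl2 buffer, pH 7.8 | Repeats: One replicate per compound | Benchmarks: Aha-Tn7 high control | Measure: % inhibition scaled between sample-field median and high-control FP | Schedule: 10 min plus 3 h, room temperature | Signal: Fluorescence polarization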
PLCg1 inh = PLC-gamma1 enzyme inhibitors, primary screen, biochemical, fluorescence, purified enzyme; fluorogenic substrate; actives 0.84% (n = 370,000); 1-phosphatidylinositol 4,5-bisphosphate phosphodiesterase gamma-1 (Homo sapiens), P19174; AID 720700, 2013; inhibition, % at 12.2 µM; in the data active means inhibition above about 9.5%
ARFGAP1 inh = inhibitors of rat ARFGAP1 GAP activity, primary screen, biochemical, fluorescence polarization, GDP tracer; ADP-ribosylation factor GTPase-activating protein 1 (Rattus norvegicus), Q62848; Arfgap1-stimulated ARF1 GTP hydrolysis, GDP FP detection; inhibition, % at 16.5 µM; actives 0.26% (n = 360,000);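 active means inhibition above a per-plate limit, mean inhibition of low control wells plus 3 SD, cut at about 25% in these data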;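 further: 0% = DMSO wells with enzyme and 100% = wells lacking Arfgap1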
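Material: rat Arfgap1 GAP domain (His6, aa 1-136), purified enzyme. Also added: human ARF1(Δ1-17)-GTP substrate. Compound dosing: 16.5 µM single point, 1.26% DMSO. Timing: enzyme reaction 120 min at 25 °C after 20 min preincubation. Signal: GDP detection by fluorescence polarization. Read-out basis: percent inhibition of GAP-stimulated GDP formation, scaled between DMSO and no-Arfgap1 medians.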
DDE Tn6 FP inh = inhibitors of Tn6 peptide binding to fibrin DD(E), primary screen, biochemical, fluorescence polarization, human fibrin, Tn6 probe; Fibrinogen beta chain (Homo sapiens), P02675; Fibrin DD(E) TRITC-Tn6 fluorescence polarization displacement; inhibition, % at 8.3 µM; actives 0.21% (n = 370,000); AID 720509, 2013;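 active means inhibition above a per-campaign cutoff: mean of compounds within control limits plus 3 SD, cut at about 15% in these data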;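 further: 0% = median of all compound wells on the plate and 100% = blocking peptide control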
Rev-erbA mod = modulators of Rev-erb alpha DNA binding, primary screen, biochemical, FITC-DNA, fluorescence polarization, uHTS; activity, % at 10 µM; actives 0.79% (n = 370,000); Nuclear receptor subfamily 1 group D member 1 (Homo sapiens), P20393; Rev-erbα–FITC-DNA binding, 90 min;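 active means activity above about 14%, limit read from the data; passing the limit was not always enough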;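 further: 0% = DMSO wells with 35 nM protein and 100% = DMSO wells with 750 nM protein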
Target sequence (P20393 whole entry, looked up): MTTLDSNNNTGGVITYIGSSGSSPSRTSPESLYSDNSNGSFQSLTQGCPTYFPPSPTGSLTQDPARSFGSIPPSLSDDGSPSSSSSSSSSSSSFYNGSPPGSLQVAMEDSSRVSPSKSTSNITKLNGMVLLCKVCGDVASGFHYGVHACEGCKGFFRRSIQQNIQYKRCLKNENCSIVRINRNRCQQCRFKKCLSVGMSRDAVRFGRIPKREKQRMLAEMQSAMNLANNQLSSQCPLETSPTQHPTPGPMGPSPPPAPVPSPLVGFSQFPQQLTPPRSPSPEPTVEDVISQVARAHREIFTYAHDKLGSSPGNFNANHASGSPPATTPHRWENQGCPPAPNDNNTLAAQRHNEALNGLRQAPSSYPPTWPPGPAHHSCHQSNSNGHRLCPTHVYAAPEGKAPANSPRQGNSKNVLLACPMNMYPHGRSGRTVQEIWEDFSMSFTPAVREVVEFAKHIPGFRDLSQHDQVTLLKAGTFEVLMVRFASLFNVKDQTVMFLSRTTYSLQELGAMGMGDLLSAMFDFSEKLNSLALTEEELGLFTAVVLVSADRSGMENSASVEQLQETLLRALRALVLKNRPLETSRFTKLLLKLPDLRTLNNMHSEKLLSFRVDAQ
proKLK7 act = proKLK7 zymogen activators, primary screen, biochemical, fluorescence intensity | Kallikrein-7 (Homo sapiens), P49862 | purified proKLK7, EDANS-DABCYL substrate fluorescence; 100% is mature enzyme control, 0% vehicle | activation, % at 7 µM | actives 0.9% (n = 370,000) | AID 652039, 2013;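 active means activation above the mean of all tested compounds plus 3 SD, computed per campaign excluding outliers beyond control limits, cut at about 13% in these data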
ASAP1 GAP inh = inhibitors of human ASAP1 ArfGAP activity, primary screen, biochemical, fluorescence polarization. ASAP1-stimulated ARF1 GTP hydrolysis, GDP FP detection. AID 624377, 2012. actives 0.19% (n = 360,000). inhibition, % at 16.5 µM. Arf-GAP with SH3 domain, ANK repeat and PH domain-containing protein 1 (Homo sapiens), …; in the data active means inhibition above about 25%;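 further: 0% = vehicle with enzyme and substrate and 100% = no enzyme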
Target sequence (Q9ULH1 325-724 limits assumed): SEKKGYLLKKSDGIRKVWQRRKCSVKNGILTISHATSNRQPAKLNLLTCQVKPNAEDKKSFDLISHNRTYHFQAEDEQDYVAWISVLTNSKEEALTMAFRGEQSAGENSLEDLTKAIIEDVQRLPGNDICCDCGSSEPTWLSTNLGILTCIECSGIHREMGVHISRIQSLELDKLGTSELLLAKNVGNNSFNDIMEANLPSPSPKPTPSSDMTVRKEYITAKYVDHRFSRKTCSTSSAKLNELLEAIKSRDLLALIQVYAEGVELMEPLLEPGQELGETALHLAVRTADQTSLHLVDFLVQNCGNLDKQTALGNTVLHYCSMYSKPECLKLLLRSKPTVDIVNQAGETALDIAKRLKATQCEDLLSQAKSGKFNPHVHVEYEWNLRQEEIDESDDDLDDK
An asterisk follows results filed as active; . = no result given.

SMILES	HGIII-sPLA2 inh	UHRF1 MBD2 ctr	PLCb3 inh	Tn7 DDE FP	PLCg1 inh	ARFGAP1 inh	DDE Tn6 FP inh	Rev-erbA mod	proKLK7 act	ASAP1 GAP inh
C=CCN(C1CCCCC1)S(=O)(=O)c1ccc2c(c1)oc(=O)n2C	-2	-1	2	-4	1	12	1	0	-0.3	-12
O=C(NCC(=O)N1CCN(S(=O)(=O)c2cccs2)CC1)c1ccc(Cl)cc1	-1	-1	1	-3	-1	-4	-4	4	-0.1	5
Cc1cc(C)c(S(=O)(=O)Nc2ccc(OCC(=O)O)cc2)c(C)c1	5	0	4	-2	7	-3	6	0	-0.2	7
Cc1ccccc1C(=O)OCC(=O)Nc1cccc(S(=O)(=O)NC2=NCCC2)c1	-2	-1	-6	-4	-1	-6	0	2	0.1	-14
CCc1nnc(NC(=O)CSc2nnc3c4ccccc4n(C)c3n2)s1	-1	0	1	-10	0	7	-3	0	0.4	-13
Cc1ccc(-n2ncc3c(=O)n(-c4ccc(C)c(C)c4)c(-c4ccco4)nc32)cc1	3	1	-18	6	-15	-1	-5	-7	-0.1	-7
O=C(O)c1cc(/C=C/c2ccc(N3CCOCC3)c([N+](=O)[O-])c2)nc2ccccc12	-7	0	-32	-3	-20	-5	5	6	3.6	-7
CCN(CC)S(=O)(=O)c1ccc(-c2nnc(SCc3nnc(-c4ccc(C)cc4)o3)o2)cc1	0	0	3	-5	-1	1	2	-1	-0.3	0
COCCCNC(=O)Cn1cc(C(=O)c2cccs2)c2ccccc21	5	5	-9	2	-6	1	-2	7	0.5	-4
CCN(C(=O)[C@@H](C1CC1)[C@@H](O)c1ccc(Cl)cc1)c1ccccc1	-5	-2	2	1	3	.	0	0	0.1	.
O=S(=O)(c1ccccc1)N1CCN(CCOc2ccc(F)cc2)CC1	-3	0	2	-3	2	1	-3	-2	0.4	-2
CCOC(=O)C1=C(C)N=C2SC(C)C(=O)N2C1c1cccc(F)c1 (stereo unspecified)	-5	0	4	5	2	-4	9	4	0.5	-3
N#C/C(=C\c1ccc(O)c(Br)c1)C(=O)NCc1ccccc1	-10	0	-9	0	-7	9	5	-1	0.6	4
COC(CNC(=O)c1ccc2c(c1)ncn2-c1cccc(F)c1)OC	-1	0	3	-11	7	13	9	1	-0.7	6
O=C(Nc1nc2ccccc2[nH]1)c1ccccc1[N+](=O)[O-]	3	-1	2	4	-1	3	5	-4	-0.5	-1
COc1ccc(S(=O)(=O)N2CCN(Cc3ccco3)CC2)cc1	4	-1	-2	-12	5	-2	10	-1	0.3	-2
COc1cc(NC(=O)Cc2ccc(OC)c(S(=O)(=O)N3CCOCC3)c2)c(OC)cc1Cl	5	0	-4	1	1	-3	12	3	0.0	-7
Brc1ccc2c(c1)C(c1cccs1)=NNC(c1cccnc1)=N2	-4	-1	0	-5	-18	17	3	3	0.8	-8
OC(Cn1cccn1)c1ccccc1 (stereo unspecified)	6	20	9	0	5	-1	1	0	0.9	-7
CC(C)N(Cc1ccccc1)C(=O)COC(=O)c1ccc2ncsc2c1	0	-3	-3	-2	0	-3	2	10	0.4	-18
Cc1ccc(S(=O)(=O)N2CCN(C(=O)COC(=O)c3cc(C)oc3C)CC2)cc1	-2	-2	2	0	4	-7	-2	2	0.4	-3
Cc1ccc(CC(=O)Nc2cccc(S(=O)(=O)N3CCOCC3)c2)cc1	-7	-4	-6	-2	1	-9	2	-1	-0.2	5
Cc1ccc([N+](=O)[O-])cc1NC(=O)CCc1ccccc1	-4	-2	2	3	2	-8	0	0	-0.6	-1
CN(C1CCCCC1)S(=O)(=O)c1ccccc1	5	1	2	-4	0	-1	1	-4	-0.3	-2
C/C(=C\CCC1(C)C2CC3C(C2)C31C)C(=O)O (stereo unspecified)	-4	1	3	0	0	8	6	-4	-0.6	3

Further compounds follow.
SMILES	HGIII-sPLA2 inh	UHRF1 MBD2 ctr	PLCb3 inh	Tn7 DDE FP	PLCg1 inh	ARFGAP1 inh	DDE Tn6 FP inh	Rev-erbA mod	proKLK7 act	ASAP1 GAP inh
CCc1cccc2c(C(=O)COC(=O)c3c(C)noc3C)c[nH]c12	-12	3	3	-6	3	8	1	1	-0.9	-8
COc1ccc(N(CC(=O)NCCSc2ccccn2)S(=O)(=O)c2ccccc2)cc1OC	1	-3	-5	0	0	-4	-8	5	0.2	6
O=C(NNC(=O)c1ccc2ccccc2c1O)c1ccccc1Cl	31*	-1	-6	5	-6	-11	2	4	-0.9	-5
CCOC(=O)C1CCN(C(=O)CSCc2nc(-c3ccc(OCC)cc3)oc2C)CC1	-14	1	3	2	-17	-5	7	6	0.5	0
S=C(NCc1ccco1)N1CCN(c2ccccn2)CC1	14	1	-5	4	2	-1	-2	2	0.1	2
CCN1CCN(c2ccc(S(=O)(=O)N3CCCCC3)cc2NC(=O)c2cc3ccccc3o2)CC1	-2	0	-21	-1	-14	12	-3	0	-1.4	-14
CSc1nc(O)cc(=O)n1-c1ccc(F)cc1	3	2	-5	-3	5	-16	9	6	-0.6	-3
COc1ccccc1N(CC(=O)NC(C)(C)C)C(=O)C1CSC(=O)C1 (stereo unspecified)	-3	-2	1	1	4	7	2	0	0.2	-7
O=[N+]([O-])c1ccc(O)c(/C=N\N=C2c3ccccc3-c3ccccc32)c1	12	1	0	8	3	-9	-3	3	-0.5	11
CC(C)(C)NC(=O)C(c1ccc(F)cc1)N(CC1CCCO1)C(=O)CCC(=O)Nc1ccccn1 (stereo unspecified)	1	-2	-2	-4	2	6	-2	8	0.3	1
Cc1cc(NC(=O)CSc2ccc(Cl)cc2)no1	9	1	2	4	-3	10	0	2	0.2	0
Cc1ccc(COCCN2CCN(S(=O)(=O)c3ccccc3)CCC2=O)cc1	-4	1	3	0	1	1	2	0	0.3	-5
CCSc1nnc(-c2cc(Br)ccc2NC(C)=O)c(=O)[nH]1	5	17	-3	5	-1	-9	9	0	0.5	7
C=C(C)CCC1(C)NC(=O)N(c2ccccc2)N1 (stereo unspecified)	-5	1	-3	2	-3	4	1	-9	0.0	6
Cc1nnc(-c2ccc(Oc3ccc(Cl)cc3)c([N+](=O)[O-])c2)o1	5	-2	3	0	5	11	1	2	-0.4	-21
NC(=O)C1C(=O)c2ccccc2C1(C[N+](=O)[O-])c1ccccc1 (stereo unspecified)	-20	-6	-52	-1	-36	0	5	-2	-0.1	8
Cc1cccc(-c2noc(-c3ccc(F)cc3)n2)c1	-1	0	2	-1	0	0	3	-1	0.1	-12
Cn1c(SCC(=O)Nc2ccc(S(=O)(=O)Nc3nccs3)cc2)nc2sc3c(c2c1=O)CCCC3	-20	-1	-1	-8	1	.	0	-12	-0.7	.
CC(C)Cn1c(=O)c2c(nc3n2CCS3)n(C)c1=O	5	3	-1	-11	4	6	2	-1	-0.3	6
O=[N+]([O-])c1ccc(O)c(Nc2ncnc3ccc(Br)cc23)c1	-5	-4	0	-1	1	-5	8	3	0.3	-3
Cn1c(/C(C#N)=C(\O)c2ccc([N+](=O)[O-])cc2)nc2ccccc21	-3	-2	-8	1	0	-6	8	-17	-0.6	-6
Cc1ccccc1NC(=S)NCC(c1cccnc1)N(C)C (stereo unspecified)	7	-1	-1	2	0	17	1	2	0.3	1
CCCOc1ccc(C2c3c(oc4ccccc4c3=O)C(=O)N2CCN(CC)CC)cc1OC (stereo unspecified)	-4	-1	-149	3	-131	3	0	3	-0.3	10
O=C(NCc1ccc2c(c1)OCO2)c1cc(-c2ccccn2)nc2ccccc12	-1	-2	-2	-6	4	11	-3	-7	0.2	2
CCCc1cc(C(=O)Nc2cccnc2Cl)no1	-2	0	1	-6	0	-6	5	-2	-0.3	-1

Structures shown so far that contain an aryl thioether with sulfur outside any ring, in the order listed:
SMILES	HGIII-sPLA2 inh	UHRF1 MBD2 ctr	PLCb3 inh	Tn7 DDE FP	PLCg1 inh	ARFGAP1 inh	DDE Tn6 FP inh	Rev-erbA mod	proKLK7 act	ASAP1 GAP inh
CCc1nnc(NC(=O)CSc2nnc3c4ccccc4n(C)c3n2)s1	-1	0	1	-10	0	7	-3	0	0.4	-13
CCN(CC)S(=O)(=O)c1ccc(-c2nnc(SCc3nnc(-c4ccc(C)cc4)o3)o2)cc1	0	0	3	-5	-1	1	2	-1	-0.3	0
COc1ccc(N(CC(=O)NCCSc2ccccn2)S(=O)(=O)c2ccccc2)cc1OC	1	-3	-5	0	0	-4	-8	5	0.2	6
CSc1nc(O)cc(=O)n1-c1ccc(F)cc1	3	2	-5	-3	5	-16	9	6	-0.6	-3
Cc1cc(NC(=O)CSc2ccc(Cl)cc2)no1	9	1	2	4	-3	10	0	2	0.2	0
CCSc1nnc(-c2cc(Br)ccc2NC(C)=O)c(=O)[nH]1	5	17	-3	5	-1	-9	9	0	0.5	7
Cn1c(SCC(=O)Nc2ccc(S(=O)(=O)Nc3nccs3)cc2)nc2sc3c(c2c1=O)CCCC3	-20	-1	-1	-8	1	.	0	-12	-0.7	.

Screening data (PubChem)
